# Epigenetic reg = regulators of epigenetic silencing causing reporter derepression in mouse cells; AID 1865; actives 0.2% (n = 280,000); murine LDR cells, GFP reporter derepression, 30 h; Potency, µM (highest dose often 53.9 µM), for inactives: top-dose GFP activation, actives largely listed as activators; active = well fitted activation curve with a large enough effect; inconclusive = small, poorly fitted or top-dose-only effect; also: % of control where 0% means no effect; nearly all actives have a fitted effect of over 60% in size
#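 Reporter derepression read as number of fluorescent GFP-positive objects, 20-120 um in size, counted by laser-scanning cytometer. Mouse LDR line with an epigenetically silenced CMV-GFP locus; compound incubation 30 h, 37 C.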
# Active calls of the source: *; ? = inconclusive. Potency is read from the fitted curve at half-maximal effect.
entry	Molecule	Epigenetic reg
1	O=c1c2cnn(-c3ccc(Cl)cc3)c2ncn1Cc1ccc(Cl)cc1Cl	-0.6%
2	COc1ccc(-c2oc3ncn4nc(-c5ccccc5OC)nc4c3c2-c2ccc(OC)cc2)cc1	-0.8%
3	COc1ccc(CCNC(=O)c2ccc3c(c2)CCN3S(=O)(=O)c2ccccc2)cc1	4.7%
4	Cc1cccc(C)c1NC(=O)Cn1c(=O)n(Cc2ccccc2Cl)c(=O)c2cccnc21	1.4%
5	CCOc1ccccc1CNC(=O)Cn1ncn2nc(-c3cccs3)cc2c1=O	-1.7%
6	Cc1nn(-c2ccccc2)c2nc(C3CC3)cc(C(=O)NCc3ccccc3Cl)c12	2.0%
7	O=C(CSc1oc(-c2ccco2)nc1S(=O)(=O)c1ccc(Br)cc1)c1ccc(Cl)cc1	0.3%
8	O=C(Cn1c(=O)c2ccccc2n2nncc12)Nc1cccc(F)c1	2.7%
9	Cc1ccc2c(c1)N(CCCC(=O)NCc1cccc(F)c1)C(=O)CO2	6.5%
10	C=CCc1cccc2cc(C(=O)Nc3cccc(Cl)c3)c(=O)oc12	-1.6%
11	COc1cc(OC)c(NC(=O)CCCn2nc(C)c3sc4ccccc4c3c2=O)cc1Cl	-3.4%
12	CCOC(=O)c1cc(OC(=O)c2cc(Cl)ccc2OC)n(-c2ccccc2)n1	1.9%
13	CCOCCCNC(=O)c1c[nH]c2ccc(S(=O)(=O)Nc3cccc(Cl)c3C)cc2c1=O	1.2%
14	O=c1c2c3c(sc2nnn1Cc1ccc(Br)cc1)CCCC3	-1.0%
15	CC1=C(C(=O)Nc2cccnc2)C(c2ccc(F)cc2)n2nc(SCc3ccccc3)nc2N1 (stereo unspecified)	-1.3%
16	COC(=O)CN1C(=O)CSc2ccc(S(=O)(=O)Nc3ccccc3)cc21	0.9%
17	Cc1ccc2oc(C(=O)Nc3sc4c(c3C(=O)NCc3ccccc3)CCCC4)cc(=O)c2c1	-1.9%
18	COc1ccc(OC)c(NC(=O)CN2CCCN(Cc3cc(C)ccc3C)S2(=O)=O)c1	-0.8%
19	CN(C)C(=O)c1ccc(NC(=O)Cn2nc(-c3ccccc3)c3ccccc3c2=O)cc1	-2.2%
20	COc1ccc(OC(=O)c2nc(SCc3ccccc3F)ncc2Cl)cc1	-0.1%
21	CCc1nc2ccccc2n2c(-c3ccccc3)c3c(=O)n(C)c(=O)n(C)c3c12	-1.0%
22	COc1ccc(CCNC(=O)C(=O)Nc2ccc(C)c(C)c2)cc1	0.0%
23	O=C(CCCCCn1c(=O)[nH]c2ccsc2c1=O)NCc1ccccc1	-1.4%
24	COc1ccc(OC)c(/C=C(\C#N)c2nc3ccccc3c(=O)[nH]2)c1	-1.6%
25	Cc1ccc(CNC(=O)c2cc3c(s2)-c2ccc(Cl)cc2SC3)cc1	-2.3%
26	CSc1ncc(Cl)c(C(=O)N(Cc2ccc(N(C)C)cc2)Cc2ccco2)n1	0.0%
27	COc1ccc(OC)c(NC(=O)Cn2ccc3ccccc3c2=O)c1	-1.1%
28	COc1ccc(C2C(C(=O)Nc3ccc(C)cc3C)=C(C)Nc3nc(SCc4cccc(C)c4)nn32)c(OC)c1 (stereo unspecified)	-0.9%
29	COc1cccc(Nc2nc3c(S(=O)(=O)c4cc(C)ccc4C)nnn3c3ccsc23)c1	4.6%
30	Cc1ccc(C)c(N2CCN(C(c3ccccc3)c3nnc(-c4ccccc4)o3)CC2)c1 (stereo unspecified)	3.2%
31	COc1cc(-c2nc(-c3cccc(Cl)c3)c(-c3ccccc3)[nH]2)cc(OC)c1OC	0.0%
32	COCCn1c(SCC(=O)c2ccc(F)cc2)nc2cc(C(=O)NC3CCCC3)ccc2c1=O	-3.4%
33	CCCCN(CC)C(=O)Cn1c(=O)n(-c2ccc(OCC)cc2)c(=O)c2c3c(sc21)CCC3	-0.9%
34	CCCN(C(=O)CCNC(=O)Cn1cnc2ccccc2c1=O)c1cccc(C)c1	-1.6%
35	Cc1cccc(N2CCN(C(=O)Cn3nc(C)c4sc5ccccc5c4c3=O)CC2C)c1 (stereo unspecified)	-3.4%
36	CCc1cccc(NC(=O)Cn2nc(CC)n3c(cc4cc(C)ccc43)c2=O)c1	?
37	COc1ccc(-c2cc(=O)oc3c4c(ccc23)OCN(Cc2ccccc2)C4)cc1	0.0%
38	Cc1ccn2c(=O)c(C(=O)NCCCN3CCCCC3C)c(O)nc2c1 (stereo unspecified)	0.8%
39	COc1ccccc1/C=C/c1nc(C#N)c(N(C)C)o1	-2.2%
40	CC(=O)c1ccc(NC(=O)Nc2nnc(N3CCCC(C)C3)s2)cc1 (stereo unspecified)	-7.5%
41	Cc1ccc(NC(=O)Nc2nnc(N3CCCC3)s2)c(C)c1	-0.1%
42	O=C(CC1N=C2c3ccccc3N=C(SCC(=O)Nc3ccccc3F)N2C1=O)NCc1ccc2c(c1)OCO2 (stereo unspecified)	2.0%
43	COc1cccc(-c2ccnc3c(-c4ccccc4)c(C)nn23)c1	1.1%
44	Cc1ccc(-c2cn3cccc(C)c3n2)cc1NS(=O)(=O)c1ccccc1	5.2%
45	O=c1c2cnn(-c3ccc(Cl)cc3)c2ncn1Cc1cccc(C(F)(F)F)c1	-2.5%
46	Cc1ccc2c(=O)cc(C(=O)Nc3c(C(=O)c4ccc(F)cc4)oc4ccccc34)oc2c1C	3.7%
47	COCCNC(=O)CCn1nc(-c2ccc(Cl)cc2)c2ccccc2c1=O	1.0%
48	N#C/C(=C\c1ccc(Cl)cc1)c1nc(-c2cc3ccccc3oc2=O)cs1	0.0%
49	COc1ccccc1C(=O)Nc1onc2c1CCCC2	-1.9%
50	COc1ccc(CCNC(=O)CCn2c(=O)c3ccccc3n(CC(=O)Nc3ccc(C)cc3C)c2=O)cc1OC	6.2%

# 4 of the compounds above, with the structure last:
no.	Epigenetic reg	Structure
27	-1.1%	COc1ccc(OC)c(NC(=O)Cn2ccc3ccccc3c2=O)c1
28	-0.9%	COc1ccc(C2C(C(=O)Nc3ccc(C)cc3C)=C(C)Nc3nc(SCc4cccc(C)c4)nn32)c(OC)c1 (stereo unspecified)
29	4.6%	COc1cccc(Nc2nc3c(S(=O)(=O)c4cc(C)ccc4C)nnn3c3ccsc23)c1
30	3.2%	Cc1ccc(C)c(N2CCN(C(c3ccccc3)c3nnc(-c4ccccc4)o3)CC2)c1 (stereo unspecified)

# Of the compounds above, these contain a cyano group:
entry	Molecule	Epigenetic reg
24	COc1ccc(OC)c(/C=C(\C#N)c2nc3ccccc3c(=O)[nH]2)c1	-1.6%
39	COc1ccccc1/C=C/c1nc(C#N)c(N(C)C)o1	-2.2%
48	N#C/C(=C\c1ccc(Cl)cc1)c1nc(-c2cc3ccccc3oc2=O)cs1	0.0%

# New compounds follow:
entry	Molecule	Epigenetic reg
51	CCOc1cc(CNC(=O)c2cc(-c3ccccc3)n[nH]2)cc(OCC)c1OCC	-0.8%
52	CCCOc1ccc(C2CC(=O)Nc3c2c(C)nn3-c2nncc(-c3cccc(OC)c3)n2)cc1OC (stereo unspecified)	-4.9%
53	CC1CCN(CCNC(=O)c2ccc(Cn3c(SCc4ccccc4)nc4cccnc43)cc2)CC1	0.0%
54	CCOC(=O)c1ccc2c(c1)N(Cc1cc(C)ccc1C)C(=O)c1ccccc1S2(=O)=O	-1.8%
55	COc1ccc(NC(=O)CN2C(=O)COc3ccc(S(=O)(=O)N4CCCCC4)cc32)cc1Cl	0.6%
56	COC(=O)COc1ccc(Oc2nc(NC(C)(C)C)nc(N(C)C)n2)nn1	-1.8%
57	COc1ccc(-c2ccc(CCC(=O)O)n2-c2cc(Cl)ccc2O)cc1	3.8%
58	Cc1ccc(C(=O)Nc2c(-c3ccccc3)nc3ccccn23)cc1	-1.0%
59	CCOc1ccc(OCC(=O)Nc2ccc(S(=O)(=O)Nc3cc(C)on3)cc2)cc1	0.0%
60	Cc1ccc(N(CC(=O)NCCc2ccccc2C)S(=O)(=O)N(C)C)cc1	-4.5%
61	Cc1ccc(C(=O)Nc2ccc(-c3nc4ccccc4s3)cc2C)cc1C	0.8%
62	COc1ccccc1CNC(=O)C1CCCN(S(=O)(=O)c2ccc3c(c2)oc(=O)n3C)C1 (stereo unspecified)	1.4%
63	COc1ccc2cc(CNc3ccc(OC)c(OC)c3)c(=O)n(CC(=O)Nc3ccc(C)cc3)c2c1	8.2%
64	CC(C)c1ccc(Nc2cc(C(=O)NCCc3ccccc3)c3ccccc3n2)cc1	1.6%
65	Cc1cc(C(F)F)n2nc(C(=O)Nc3cccc(Cl)c3C)nc2n1	2.9%
66	CCSc1nc2sc3c(c2c(=O)n1-c1ccc(C)c(Cl)c1)CCN(C(C)=O)C3	-1.9%
67	CCCN1CCN(CCCNC(=O)C(CC)n2nc(C)n3c(cc4occc43)c2=O)CC1 (stereo unspecified)	3.2%
68	CC(C)C(=O)N(Cc1ccccc1)S(=O)(=O)c1ccc2c(c1)oc(=O)n2C	?
69	CCOC(=O)c1c(-c2ccccc2)csc1NC(=O)c1cc(-c2ccc(Br)cc2)on1	-1.8%
70	COc1ccc(NC(=O)CN2C(=O)C(c3ccc(C)cc3)=NC23CCCCCC3)cc1Cl	-3.2%
71	Cc1ccc(CNc2nc3c(c(=O)n(C)c(=O)n3C)n2Cc2ccc(Cl)cc2)cc1	-0.6%
72	Cc1ccc(CNC(=O)Cn2ncc3c(C)n(Cc4ccc(Cl)cc4)c(C)c3c2=O)cc1	4.3%
73	CN(c1ccccc1C(=O)O)S(=O)(=O)c1ccc2[nH]c(=O)oc2c1	0.0%
74	O=C(Nc1nc2n(n1)C(c1ccc(F)cc1)C=C(c1ccc(Cl)cc1)N2)c1ccc([N+](=O)[O-])cc1 (stereo unspecified)	-0.2%
75	CC(C)c1ccccc1NC(=O)CSc1nnc(COc2ccccc2Cl)o1	-2.8%
76	CCCOc1ccc(-c2nc(SCC(=O)c3ccc(Cl)cc3)n[nH]2)cc1	0.0%
77	CN(C)c1ccc(-c2nc3cnccn3c2Nc2cccc(C(F)(F)F)c2)cc1	-1.8%
78	CCOc1ccccc1N1CC(c2nc3ccccc3n2CCCCOc2cc(C)ccc2C)CC1=O (stereo unspecified)	-5.4%
79	CC(C)c1ccc2c(c1)NC(c1ccncc1)=NC(c1cccs1)=N2	-7.6%
80	O=C(Nc1nc2n(n1)C(c1ccc(F)cc1)C=C(c1ccccc1)N2)c1ccc(Cl)cc1 (stereo unspecified)	-0.5%
81	O=S(=O)(c1ccccc1)c1nc(-c2cccs2)oc1N1CCCCC1	1.0%
82	COc1ccc(NC(=O)c2c(C)oc3ccc(O)c(CN4CCOCC4)c23)cc1	3.7%
83	Cc1cc(N2CCC(C(=O)Nc3ccc(F)cc3F)CC2)n2nc(C)c(-c3ccc(Cl)cc3)c2n1	0.0%
84	Cc1ccc(CNC(=O)CN(c2cc(C)cc(C)c2)S(=O)(=O)c2c(C)noc2C)cc1	-3.9%
85	CC(C)(C)c1ccc(C(=O)N2CC(=O)Nc3ccc(F)cc3C2c2ccc(F)cc2)cc1 (stereo unspecified)	5.8%
86	CCc1ccc(S(=O)(=O)c2nnn3c2nc(NCc2cccs2)c2sccc23)cc1	?
87	Cc1ccc(-c2nc(CS(=O)CC(=O)NCCc3ccc(Cl)cc3)c(C)o2)cc1 (stereo unspecified)	0.0%
88	Cc1ccc2c(CC(=O)Nc3ccc(S(=O)(=O)N4CCC(C)CC4)cc3)coc2c1	-0.8%
89	COC(=O)c1ccc(Cn2nnc3c(=O)[nH]c(C4CCCN(S(=O)(=O)c5ccccc5)C4)nc32)cc1 (stereo unspecified)	4.0%
90	Cc1cccc(N(CC(=O)N(C)Cc2ccccc2)S(=O)(=O)c2ccccc2)c1C	-0.9%
91	Cc1cccc(NC(=O)Cn2cc(S(=O)(=O)c3ccc(F)cc3)c(=O)c3cc4c(cc32)OCO4)c1	2.6%
92	Cc1ccc(N2C(=O)c3n[nH]c(C)c3C2c2ccc(Cl)cc2)cc1 (stereo unspecified)	-0.1%
93	CNC(=O)COc1ccc(NC(=O)c2ccc(-c3nn(C)c(=O)c4ccccc34)cc2)cc1	-1.0%
94	Cc1cc(S(=O)(=O)Nc2ccc3oc4c(c3c2)CCCC4)ccc1Cl	-2.0%
95	CC(=O)N1CCc2c(sc3c2c(=O)n(-c2ccccc2)c(=O)n3CC(=O)c2ccc(F)cc2)C1	0.0%
96	Cc1ccc(-n2c(=O)c3cccnc3n2CC(=O)Nc2ccccc2C(F)(F)F)cc1C	-3.9%
97	CCOc1ccc(NC(=O)CSc2nc(-c3ccccc3)c3cc(OCC)ccc3n2)cc1	2.7%
98	COc1ccc(-c2nc3ccccc3s2)cc1NC(=O)c1ccccc1F	-1.1%
99	COc1cc(NC(=O)c2ccc(C)cc2)ccc1NC(=O)c1cc2ccccc2o1	0.8%
100	CCOC(=O)C1CCN(c2nc3c(S(=O)(=O)c4ccc(Br)cc4)nnn3c3ccsc23)CC1	-0.7%

# Later entries.
entry	Molecule	Epigenetic reg
101	CCOC(=O)N1CCc2c(sc3c2c(=O)n(-c2ccccc2C(F)(F)F)c(=O)n3Cc2ccccc2C)C1	-4.7%
102	COc1cc(C(=O)N2CCNC(=O)C2CC(=O)Nc2ccc(C)c(C)c2)cc(OC)c1OC (stereo unspecified)	-1.1%
103	Cc1ccc(CCNC(=O)c2ccc3c(=O)n(-c4ccccc4)c(=O)[nH]c3c2)cc1	-1.4%
104	O=C(C1CCC1)N1CCc2cc(S(=O)(=O)NCc3ccc(F)cc3)ccc21	1.5%
105	COc1cccc(Nc2nc3ccc(C(=O)c4ccccc4)cc3n3c(C)nnc23)c1	-0.2%
106	Cc1ccc2c(c1)C(=O)OC(C(=O)Nc1ncc(Cc3ccc(Cl)cc3)s1)C2 (stereo unspecified)	-0.1%
107	Cc1ccc(NS(=O)(=O)c2ccc3c(c2)[C@H]2C=CC[C@H]2[C@@H](c2ccc(F)cc2)N3)cc1C	-2.5%
108	CCS(=O)(=O)N1CCC2(CC1)OC(=O)C(C)=C2C(=O)NCc1ccc(OC)c(OC)c1	0.8%

# Source: PubChem BioAssay (National Center for Advancing Translational Sciences (NCATS))

# The list is partial; count on the stated rates, not on these rows.
